# TLR9-MyD88 block: inhibitors of human TLR9-MyD88 binding | Q9NR96+Q99836 | CHO BLA complementation TLR9-MyD88, CCF4 FRET ratio | inhibition, % at 4.98 µM | 340,000 compounds, 0.21% hits | AID 504734;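 active = inhibition above the mean over all tested compounds plus 3 SD, cut at about 21% in these data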;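 note: 0% = DMSO only wells and 100% = clavulanate BLA inhibitor control wells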
# Vif imaging: inhibitors of HIV Vif. HEK293T cells, Vif self-association by quenched fluorescence, imaging, 24 h. inhibition, % at 7.49 µM. 340,000 compounds, 0.35% hits. AID 602346; in the data active = inhibition above about 50%, passing the limit was not always enough; inconclusive = no clear call, values can overlap the other calls; inactive = below about 31%; note: some results filed as inactive read as strong as hits
# ABHD5-PLIN5 inh: inhibitors of human ABHD5-perilipin-5 interaction; AID 602281; Q00G26+Q8WTS1; 360,000 compounds, 0.78% hits; Split G. princeps luciferase complementation, luminescence, 4 h; inhibition, % at 4 µM;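 active = inhibition above the mean inhibition across every tested compound plus 3 SD, cut at about 22% in these data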;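 note: 0% = DMSO only wells and the 100% control is not disclosed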
# MC4R barr agon: activates human MC4R beta-arrestin recruitment | activation, % at 8.9 µM | P32245 | AID 540308 | 360,000 compounds, 0.98% hits | U2OS MC4R beta-arrestin complementation, luminescence; percent of melanotan II response, DMSO zero;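 active = activation above a per-plate cutoff, the mean activation of sample wells on that plate plus 3 SD, cut at about 8% in these data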
# N-glyco inh: blocks N-linked glycosylation in D54 reporter cells; 360,000 compounds, 0.23% hits; D54 ERlucT glycosylation luciferase reporter, 24 h; percent of 100 nM tunicamycin response; AID 588692; reporter increase, % at 12.5 µM;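 active = mean luciferase reporter signal, scaled so untreated is 0 and the glycosylation-blocking control 100, at or above a set limit in every replicate; inconclusive = mean reaches the limit but not every replicate does; inactive = mean below the limit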;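 note: luciferase carries N-glycosylation sites so blocking glycosylation raises the light; 0% = median of neutral control wells and 100% = median of 100 nM tunicamycin wells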
# Exocytosis inh: lytic granule exocytosis inhibition; TALL-104 LAMP-1 surface exposure, flow cytometry; cells stimulated with thapsigargin and PMA; 360,000 compounds, 0.66% hits; inhibition, % at 10 µM; AID 651702;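 active = inhibition above about 55%, limit read from the data; inconclusive = no clear call, values can overlap the other calls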
# ABCB6 inh MLPCN: blocks the human ABCB6 transporter; Q9NP58; K562-ABCB6 porphyrin accumulation, flow cytometry, 1 h; active compounds read low; fluorescence ratio to DMSO, % at 10 µM; 360,000 compounds, 0.19% hits; AID 602162;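 active = fluorescence ratio to DMSO below 75%, the collection mean minus 3 SD; inconclusive = too few cells collected in the well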;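 note: signal is porphyrin accumulated inside mitochondria; 100% equals median channel fluorescence of DMSO control wells; lower ratio means ABCB6 inhibition with less porphyrin fluorescence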
# Target sequence (Q9NP58 whole entry, looked up): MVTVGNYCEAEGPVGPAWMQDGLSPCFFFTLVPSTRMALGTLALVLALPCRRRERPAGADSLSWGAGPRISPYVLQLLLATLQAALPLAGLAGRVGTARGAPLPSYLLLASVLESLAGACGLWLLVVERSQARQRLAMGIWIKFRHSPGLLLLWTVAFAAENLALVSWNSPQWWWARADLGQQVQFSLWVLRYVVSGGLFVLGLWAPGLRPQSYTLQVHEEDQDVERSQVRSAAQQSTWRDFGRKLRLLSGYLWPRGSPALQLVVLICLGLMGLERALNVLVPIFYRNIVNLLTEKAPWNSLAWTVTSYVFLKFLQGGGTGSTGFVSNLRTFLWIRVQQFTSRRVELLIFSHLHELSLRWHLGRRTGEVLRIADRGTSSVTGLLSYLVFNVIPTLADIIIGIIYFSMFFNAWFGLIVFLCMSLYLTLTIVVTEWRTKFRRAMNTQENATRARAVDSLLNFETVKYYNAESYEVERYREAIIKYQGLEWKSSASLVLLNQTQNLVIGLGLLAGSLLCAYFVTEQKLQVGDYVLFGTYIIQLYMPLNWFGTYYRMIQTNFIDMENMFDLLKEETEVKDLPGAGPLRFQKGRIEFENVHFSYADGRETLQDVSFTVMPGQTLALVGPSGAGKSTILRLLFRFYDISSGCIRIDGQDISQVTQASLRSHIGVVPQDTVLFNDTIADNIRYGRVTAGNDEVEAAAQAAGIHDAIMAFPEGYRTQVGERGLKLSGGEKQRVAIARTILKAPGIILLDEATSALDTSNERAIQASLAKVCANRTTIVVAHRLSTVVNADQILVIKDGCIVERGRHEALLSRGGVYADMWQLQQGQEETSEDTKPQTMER
# NOD2 RIPK2 PPI: blocks binding of human NOD2 to RIPK2 | 360,000 compounds, 0.38% hits | inhibition, % at 4.98 µM | CHO BLA complementation NOD2-RIPK2, CCF4 ratio | O43353; in the data active = inhibition above about 21%;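 note: 0% = vehicle only and 100% = reference blocker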
# MC4R antag cAMP: human MC4R antagonism in cAMP assay; MC4R-expressing cells, MTII-stimulated cAMP, LANCE TR-FRET; inhibition, % at 6.5 µM; 360,000 compounds, 0.48% hits; AID 540295;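 active = inhibition above its plate's cutoff, the mean of tested wells on that plate plus 3 SD, cut at about 29% in these data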;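 note: 0% = Melanotan II alone and 100% = Melanotan II plus saturating MCL0020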
#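 Assay system: human MC4R-expressing U2OS cells; reagent: Melanotan II stimulation of cells; dosing: 6.5 µM single dose; timing: compound 30 min, challenge 1 h, detection 1 h; signal: TR-FRET cAMP assay; replicates: one well per compound, no replicates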
# aDG glyco act: increases alpha dystroglycan glycosylation. activation, % at 10 µM. Pro5-aDG cells, alpha-DG glycosylation AlphaScreen (IIH6); 0% Pro5, 100% B10-LARGE cell signal. 360,000 compounds, 0.22% hits;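 active = activation of at least 8% versus controls, or a plate z-score of at least 8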;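 note: Pro5 are CHO cells carrying HIG-tagged alpha-DG that lacks glycosylation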
# * marks the source's active call; other numbers are inactive results; ? = inconclusive; nt = not tested or not shown; & = joins results of further samples.
TLR9-MyD88 block	Vif imaging	ABHD5-PLIN5 inh	MC4R barr agon	N-glyco inh	Exocytosis inh	ABCB6 inh MLPCN	NOD2 RIPK2 PPI	SMILES	MC4R antag cAMP	aDG glyco act
5.8	4.8	-4.4	-1.2	0.8	8.7	99.0	-9.3	COc1ccc(N(CC(=O)NC2CCCCC2)C(=O)CCC(=O)Nc2nc(C)cs2)cc1	2.3	0.0
13.0	4.6	-2.5	-0.1	-5.3	88.0*	98.0	4.3	Clc1ccccc1OCCCOc1cccc2cccnc12	-6.5	0.1
-0.6	2.3	85.1*	0.4	0.8	10.6	94.0	14.4	CC(=O)/C=C/c1ccc2ccccc2n1	3.9	0.4
-3.1	-5.9	-1.5	-0.3	1.9	3.5	96.0	1.6	COc1ccc(NC(=O)c2cc(S(=O)(=O)N3CCc4ccccc43)cn2C)cc1OC	1.1	-0.1
4.4	nt	13.2	3.4	-2.8	-2.4	98.0	-3.9	COC(C(=O)Nc1ccc(S(=O)(=O)N2CCCCC2)cc1)c1ccccc1 (configuration not stated)	-1.6	-0.3
-2.7	-7.6	0.0	-2.2	2.3	-1.2	92.0	-3.5	COc1ccc(OC)c(S(=O)(=O)NCC(=O)NC2CCCCCC2)c1	-5.9	0.0
-5.5	4.5	-11.7	3.5	-7.8	-2.9	102.0	0.5	Cc1ccc(NC(=O)COC(=O)C2(c3ccc(Cl)cc3)CCCC2)cc1	4.8	0.6
0.2	2.1	-0.2	-2.4	-0.9	2.1	104.0	-7.6	COc1ncnc2c1oc1ccccc12	3.9	0.3
1.2	-7.5	-3.9	3.9	-0.8	0.1	88.0	-5.2	Cc1nc2sc(C(c3ccc(Cl)cc3)N3CCN(c4ccccc4F)CC3)c(O)n2n1 (configuration not stated)	10.4	0.3
nt	1.0	-7.7	0.2	3.5	-5.4	106.0	-11.7	Cc1noc(-c2ccccc2)c1NC(=O)Nc1ccc2nc([C@H]3C[C@H](O)[C@@H](CO)O3)[nH]c2c1	9.6	-0.2
-10.3	1.6	-3.7	2.7	1.4	-5.8	98.0	-11.1	O=C(O)c1nn(Cc2ncc(-c3cccc(Cl)c3)o2)c(=O)c2ccccc12	1.4	-0.1
-5.5	-1.0	-7.0	1.1	0.3	-2.5	104.0	-4.5	Cc1ccc2[nH]ccc(=O)c2c1	18.1	-0.1
-6.8	nt	-3.8	4.2	5.5	6.7	89.0	-2.7	CCCCOc1ncnc2c1[nH]c1ccc(F)cc12	4.5	6.5*
1.2	4.1	-7.1	-0.4	-5.3	2.0	98.0	4.8	COc1ccc(N(CC(=O)Nc2ccccc2C)S(=O)(=O)c2ccccc2[N+](=O)[O-])c(OC)c1	12.4	0.2
14.6	8.2	0.7	-3.4	1.4	2.6	97.0	4.8	O=c1[nH]c2ccccc2cc1CN(Cc1cccnc1)S(=O)(=O)c1ccc([N+](=O)[O-])cc1	4.6	0.0

# Part of the list above, reformatted.
# Order of values: TLR9-MyD88 block | Vif imaging | ABHD5-PLIN5 inh | MC4R barr agon | N-glyco inh | Exocytosis inh | ABCB6 inh MLPCN | NOD2 RIPK2 PPI | MC4R antag cAMP | aDG glyco act
CC(=O)/C=C/c1ccc2ccccc2n1
 : -0.6 | 2.3 | 85.1* | 0.4 | 0.8 | 10.6 | 94.0 | 14.4 | 3.9 | 0.4
COc1ccc(NC(=O)c2cc(S(=O)(=O)N3CCc4ccccc43)cn2C)cc1OC
 : -3.1 | -5.9 | -1.5 | -0.3 | 1.9 | 3.5 | 96.0 | 1.6 | 1.1 | -0.1
COC(C(=O)Nc1ccc(S(=O)(=O)N2CCCCC2)cc1)c1ccccc1 (configuration not stated)
 : 4.4 | nt | 13.2 | 3.4 | -2.8 | -2.4 | 98.0 | -3.9 | -1.6 | -0.3
COc1ccc(OC)c(S(=O)(=O)NCC(=O)NC2CCCCCC2)c1
 : -2.7 | -7.6 | 0.0 | -2.2 | 2.3 | -1.2 | 92.0 | -3.5 | -5.9 | 0.0

# Exocytosis inh, what is marked active above.
TLR9-MyD88 block	Vif imaging	ABHD5-PLIN5 inh	MC4R barr agon	N-glyco inh	Exocytosis inh	ABCB6 inh MLPCN	NOD2 RIPK2 PPI	SMILES	MC4R antag cAMP	aDG glyco act
13.0	4.6	-2.5	-0.1	-5.3	88.0*	98.0	4.3	Clc1ccccc1OCCCOc1cccc2cccnc12	-6.5	0.1

# Next compounds follow.
TLR9-MyD88 block	Vif imaging	ABHD5-PLIN5 inh	MC4R barr agon	N-glyco inh	Exocytosis inh	ABCB6 inh MLPCN	NOD2 RIPK2 PPI	SMILES	MC4R antag cAMP	aDG glyco act
nt	nt	6.0&2.5	nt	nt	-3.6&-4.3	98.0&96.0	-15.2&2.4	O=C1c2ccccc2C(c2nnnn2Cc2ccccc2)N1Cc1cccs1 (configuration not stated)	nt	0.1&-0.1
-7.2	-24.9	-2.3	-1.2	7.0	-2.5	98.0	-1.1	C=CCOC(=O)C1=C(C)Nc2ncnn2C1c1cc(Br)ccc1F (configuration not stated)	16.1	0.3
-3.7	-1.1	4.3	-1.3	0.9	-0.9	89.0	5.2	CN(c1ccccc1C(=O)NCc1ccco1)S(C)(=O)=O	-4.8	0.6
-5.7	29.0	1.7	0.8	4.8	-0.8	89.0	-2.5	COc1cc(/C=C2/C(=N)N3OC(C)=CC3=NC2=O)ccc1OC(=O)c1ccco1	-6.6	0.0
-1.9	5.6	-5.2	-1.0	0.2	0.0	103.0	-0.3	COC(=O)c1ccc(S(=O)(=O)N2C3CCC2CC(NC(=O)C2CC2)C3)cc1 (configuration not stated)	-5.8	0.1
-2.0	-5.6	0.0	0.2	-3.3	1.3	95.0	11.5	CCc1ccc2[nH]c(=O)c(C(c3nnnn3Cc3ccco3)N3CCC(C)CC3)cc2c1 (configuration not stated)	1.8	-0.1
-10.1	-1.3	0.0	-0.1	1.4	-13.0	97.0	8.4	Cc1noc(NS(=O)(=O)c2ccc(NC(=O)C(C)C)cc2)c1C	-4.8	-0.1
6.9	-6.5	-6.7	0.7	-0.8	2.2	99.0	1.9	COc1ccc(NC(=S)N2CCC(C(=O)N3CCCCCC3)CC2)cc1	11.0	0.1
nt	nt	-11.1	1.2	-6.7	-1.1	88.0	12.0	COc1ccc(NC(=O)c2cc(-c3cc(F)ccc3OCC3CCCO3)n[nH]2)c(C)c1 (configuration not stated)	9.6	0.8
2.4	-1.9	-2.5	-1.9	14.8	-3.6	104.0	1.4	O=C(N/N=C/c1ccsc1)c1cc(-c2cccs2)nc2ccccc12	-8.9	-0.2
-0.2	31.4	5.8	1.1	-4.2	-0.8	101.0	-0.6	COc1cc(/C=N/Nc2cc(C)nc(NS(=O)(=O)c3ccc(C)cc3)n2)ccc1O	10.1	-0.2
4.4	7.5	0.6	1.2	-3.1	?	96.0	0.4	COc1cc(C(C)=O)ccc1OCC(=O)N1CCC(Cc2ccccc2)CC1	11.6	0.3
-1.3	-5.2	3.8	-3.6	0.0	17.7	102.0	5.5	O=C(Nc1ccc(Br)cc1)c1cccc2c1C(=O)N(C1CCCCC1)C2	9.8	-0.3
-2.8	-1.7	-0.1	-0.3	0.0	6.2	102.0	-4.6	O=C(NCCCn1ccnc1)C(=O)NCC1OCCN1S(=O)(=O)c1ccc(Br)cc1 (configuration not stated)	12.8	-0.1
0.8	-13.1	4.3	-1.2	-6.6	-3.0	107.0	9.5	O=C(NCc1cccnc1)c1ccc(COc2ccc(Cl)cc2)cc1	10.7	4.5

# Single entries from the results shown.
# In ABHD5-PLIN5 inh, `COc1cc(/C=N/Nc2cc(C)nc(NS(=O)(=O)c3ccc(C)cc3)n2)ccc1O` reads 5.8
# In aDG glyco act, `COC(C(=O)Nc1ccc(S(=O)(=O)N2CCCCC2)cc1)c1ccccc1` (configuration not stated) reads -0.3
# In NOD2 RIPK2 PPI, `COc1cc(/C=C2/C(=N)N3OC(C)=CC3=NC2=O)ccc1OC(=O)c1ccco1` reads -2.5
# In ABCB6 inh MLPCN, `COc1ccc(OC)c(S(=O)(=O)NCC(=O)NC2CCCCCC2)c1` reads 92.0
# In NOD2 RIPK2 PPI, `Cc1nc2sc(C(c3ccc(Cl)cc3)N3CCN(c4ccccc4F)CC3)c(O)n2n1` (configuration not stated) reads -5.2
# In TLR9-MyD88 block, `CN(c1ccccc1C(=O)NCc1ccco1)S(C)(=O)=O` reads -3.7

# (continued)
TLR9-MyD88 block	Vif imaging	ABHD5-PLIN5 inh	MC4R barr agon	N-glyco inh	Exocytosis inh	ABCB6 inh MLPCN	NOD2 RIPK2 PPI	SMILES	MC4R antag cAMP	aDG glyco act
-0.4	11.3	-3.0	0.2	0.7	-9.9	115.0	-3.2	COc1ccc(-c2csc(Cc3nnc4n3CCCCC4)n2)cc1	2.8	-0.1
-14.2	-0.3	0.9	-2.0	1.4	-13.9	96.0	-3.8	CCOc1ccc(C(=O)NC2CCN(C(=O)Nc3ccc(F)cc3)CC2)cc1	12.0	-0.1
-3.0	-12.0	2.8	-1.1	0.4	5.9	94.0	-3.6	O=C(COC(=O)c1cccs1)NCc1ccccc1	5.2	-0.1
0.3	9.7	0.7	-0.1	0.5	4.0	90.0	1.3	O=C(O)CCc1ccc(-c2ccccc2)n1-c1cccc(O)c1	8.0	-0.2
nt	-9.1	6.9	-0.8	-0.7	-7.0	90.0	-8.8	Cn1cnc([N+](=O)[O-])c1Cl	-1.3	0.2
nt	21.7	2.3	-0.7	0.7	10.6	98.0	21.5*	CC(=O)Nc1c(Cl)cnn(-c2ccccc2)c1=O	21.8	0.4
-3.7	-7.1	-42.3	0.1	0.3	25.3	112.0	-3.5	Cc1ccn2c(-c3csc(NCc4ccccc4)n3)c(C)nc2c1	-0.6	2.8
2.7	-2.0	-1.8	0.9	-1.2	-0.7	95.0	12.6	O=[N+]([O-])c1cccc(/C=N/Nc2nc(NCc3ccccc3)nc(N3CCOCC3)n2)c1	5.9	-0.2
-3.5	-0.4	-10.8	2.3	-1.3	-0.5	103.0	-9.6	CCCCn1c(C)cc2cc(O)ccc21	5.2	-0.1
4.7	-5.7	-1.8	-2.8	-0.4	14.7	93.0	0.5	NS(=O)(=O)c1ccc(CCNC(=O)COC(=O)c2cc([N+](=O)[O-])ccc2N2CCOCC2)cc1	-1.2	0.0
7.8	-1.0	1.9	-2.6	-0.9	-1.3	95.0	-2.7	Cc1ccc(S(=O)(=O)N2CCOCC2)cc1C(=O)OCC(=O)NCc1ccc2c(c1)OCO2	2.9	0.2
6.9	-3.7	-1.2	-0.3	-4.1	-1.9	99.0	-4.2	CC(=O)N1CCN(c2ccc(NC(=O)c3ccc4c(c3)OCCO4)cc2Cl)CC1	7.9	0.3
-9.1	8.1	-11.6	-0.8	-5.7	-0.9	86.0	2.7	COc1ccc(NS(=O)(=O)c2cc(NC(=O)c3cc(F)c(F)cc3Cl)ccc2N2CCOCC2)cc1	-2.3	0.3
-6.5	10.0	2.2	-0.7	1.4	-2.3	92.0	-6.9	CC(=O)c1cccc(NC(=O)Cn2cnc(S(=O)(=O)N3CCCC3)c2)c1	3.3	0.0
-10.6	4.9	0.3	-0.7	3.1	-1.3	99.0	-8.4	CCS(=O)(=O)N1CCC(C(=O)Oc2ccc(Br)cc2)CC1	-0.8	0.1

# A portion of the library; the hit share may differ from the screen's.
